Screening results: PubChem BioAssay, Broad Institute
PRC2 inh: EZH2/PRC2 methyltransferase inhibitors, primary screen, biochemical, DELFIA time-resolved fluorescence, single point | hit rate 0.35% among 57,000 | PRC2 H3K27 methylation, DELFIA TRF, 1 h | inhibition, % at 12.5 µM;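 active = mean inhibition of replicates at least 50% and every single replicate also reaching 50%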;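 also: dimethyl H3K27 on biotinylated H3 21-44 peptide detected by antibody; plate controls were median neutral control wells for no effect and median positive control wells for full effect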
IDH1 R132H inh: inhibitors of IDH1 R132H reductase, primary screen, biochemical, plate reader, single point; diaphorase/resazurin fluorescence, 60 min; inhibition, % at 10 µM; AID 624101, 2012; hit rate 0.18% among 70,000; Isocitrate dehydrogenase [NADP] cytoplasmic (Homo sapiens), O75874; in the data active = inhibition above about 34%;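 also: 0% = DMSO and 100% = no enzyme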
Target sequence (O75874 whole entry R132H): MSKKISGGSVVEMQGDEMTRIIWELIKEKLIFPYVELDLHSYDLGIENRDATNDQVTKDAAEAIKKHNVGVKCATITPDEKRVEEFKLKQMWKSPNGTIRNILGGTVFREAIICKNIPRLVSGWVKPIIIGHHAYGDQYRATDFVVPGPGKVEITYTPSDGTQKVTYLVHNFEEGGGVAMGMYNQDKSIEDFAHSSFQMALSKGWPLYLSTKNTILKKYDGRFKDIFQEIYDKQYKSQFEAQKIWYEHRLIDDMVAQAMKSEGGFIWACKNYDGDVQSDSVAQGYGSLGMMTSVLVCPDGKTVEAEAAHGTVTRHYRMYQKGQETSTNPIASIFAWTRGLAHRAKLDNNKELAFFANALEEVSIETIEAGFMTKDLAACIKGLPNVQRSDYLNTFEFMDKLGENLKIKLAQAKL
An asterisk follows results filed as active; . = not tested or not shown. The list is partial; rates above refer to the full screens.

nr	SMILES	IDH1 R132H inh	PRC2 inh
1	CC(C)NC(=O)Nc1ccc2c(c1)C(=O)N([C@@H](C)CO)C[C@H](C)[C@H](CN(C)Cc1ccc(C(=O)O)cc1)O2	.	-2.2
2	COc1ccc(-c2noc(CSc3nc(-c4ccccc4)cc(=O)[nH]3)n2)cc1OC	1.8	.
3	COC(=O)C1=C(C)NC(C)=C(C(=O)OCCCN2CCC(c3ccccc3)(c3ccccc3)CC2)[C@H]1c1cccc([N+](=O)[O-])c1	1.3	-13.8
4	C[C@H](CO)N1C[C@H](C)[C@@H](CN(C)S(=O)(=O)c2ccc(Cl)cc2)Oc2c(NC(=O)c3ccncc3)cccc2C1=O	.	0.8
5	C[C@H]1CN([C@@H](C)CO)C(=O)c2cc(NC(=O)Cc3ccccc3)ccc2O[C@H]1CN(C)Cc1ccc(-c2ccccc2)cc1	0.0	.
6	C[C@H]1CN([C@@H](C)CO)C(=O)Cc2cc(NS(=O)(=O)c3ccc(Cl)cc3)ccc2O[C@@H]1CN(C)Cc1ccc2c(c1)OCO2	2.1	.
7	CO[C@@H]1CN(C)C(=O)c2ccc(NC(=O)Nc3ccc(Cl)cc3)cc2OC[C@H](C)N(C)C[C@@H]1C	0.3	-4.0
8	C[C@@H]1CN([C@@H](C)CO)C(=O)c2cccc(NC(=O)CCCCCC(=O)Nc3ccccc3N)c2O[C@@H]1CN(C)Cc1ccc2c(c1)OCO2	5.6	3.5
9	CCN(CC(=O)Nc1cccc([N+](=O)[O-])c1C)S(=O)(=O)c1ccc(Br)cc1	-0.4	3.9
10	C[C@H](CO)N1C[C@H](C)[C@H](CN(C)C(=O)Nc2ccc(F)cc2)OCCCC[C@H](C)Oc2ccc(NC(=O)Nc3ccccc3)cc2C1=O	-2.8	.
11	O=C(NCC[C@@H]1CC[C@H](NC(=O)Nc2cc(F)ccc2F)[C@@H](CO)O1)Nc1ccc(Cl)cc1	0.2	-11.3
12	COc1ccc(NC(=O)N(C)C[C@@H]2Oc3c(NC(=O)C4CC4)cccc3C(=O)N([C@@H](C)CO)C[C@H]2C)cc1	-1.2	.
13	O=C(N[C@@H]1CC[C@H](CC(=O)N2CCOCC2)O[C@@H]1CO)c1ccc2c(c1)OCO2	0.4	-13.5
14	C[C@@H]1CN([C@@H](C)CO)C(=O)Cc2cc(NS(C)(=O)=O)ccc2O[C@H]1CN(C)CC1CCCCC1	-0.1	0.6
15	C[C@@H]1CN([C@@H](C)CO)C(=O)c2cccc(NS(C)(=O)=O)c2O[C@H]1CN(C)CC1CC1	-1.2	-6.4
16	C/C=C/c1ccc2c(c1)O[C@@H](CN(C)Cc1ccc(C(=O)O)cc1)[C@H](C)CN([C@@H](C)CO)S2(=O)=O	0.2	7.7
17	C[C@@H]1CN([C@H](C)CO)C(=O)c2cc(NC(=O)CCN3CCOCC3)ccc2O[C@H]1CN(C)S(=O)(=O)c1cccs1	3.3	.
18	C[C@@H]1CCCCO[C@H](CN(C)C)[C@H](C)CN([C@H](C)CO)C(=O)c2cc(NS(=O)(=O)c3ccc(F)cc3)ccc2O1	.	0.6
19	CC(C)NC(=O)N(C)C[C@H]1Oc2cc(C#C[C@H](C)O)ccc2S(=O)(=O)N([C@H](C)CO)C[C@H]1C	3.8	0.7
20	C[C@H](CO)N1C[C@H](C)[C@H](CN(C)S(=O)(=O)c2ccc(Cl)cc2)Oc2c(NC(=O)C3CCOCC3)cccc2C1=O	1.1	3.1
21	COc1c2c(cc3oc(CO[C@@H]4O[C@H](CO)[C@@H](O)[C@H](O)[C@H]4O)cc(=O)c13)OC(C(C)(C)O)C2 (stereo partly drawn)	-0.1	.
22	C[C@@H]1CN([C@H](C)CO)C(=O)c2cc(NS(C)(=O)=O)ccc2O[C@@H]1CN(C)Cc1ccc(C(=O)Nc2ccccc2N)cc1	0.3	-3.2
23	C[C@H](CO)N1C[C@H](C)[C@@H](CN(C)C(=O)C2CCCCC2)OCCCC[C@H](C)Oc2ccc(NC(=O)Nc3ccc(C(F)(F)F)cc3)cc2C1=O	2.2	.
24	C[C@@H]1CN([C@@H](C)CO)C(=O)c2cc(NC(=O)Nc3ccc(F)cc3)ccc2O[C@H]1CN(C)Cc1ccc(C(=O)O)cc1	-2.0	.
25	CC(C)N1CN=C(Nc2nc3ccccc3o2)NC1	1.0	-2.6
26	C[C@H]1CCCCO[C@H](CN(C)C(=O)Nc2ccccc2)[C@@H](C)CN([C@@H](C)CO)C(=O)c2cc(NC(=O)C3CCCCC3)ccc2O1	2.4	.
27	O=C(C[C@H]1CC[C@@H](NC(=O)c2cccnc2)[C@@H](CO)O1)NCc1ccncn1	-0.2	3.5
28	COc1ccc(NC(=O)N[C@@H]2CC[C@H](CCNC(=O)CN3CCOCC3)O[C@@H]2CO)cc1	-0.1	6.0
29	C[C@H](CO)N1C[C@H](C)[C@H](CN(C)Cc2ccc(Cl)c(Cl)c2)Oc2ccc(NC(=O)C3CCCCC3)cc2C1=O	0.0	.
30	C[C@@H]1CCCCO[C@H](CN(C)C(=O)Cc2ccccc2)[C@@H](C)CN([C@H](C)CO)C(=O)c2cc(NC(=O)CCC(F)(F)F)ccc2O1	3.5	.

Fetched by compound from above:
nr	SMILES	IDH1 R132H inh	PRC2 inh
22	C[C@@H]1CN([C@H](C)CO)C(=O)c2cc(NS(C)(=O)=O)ccc2O[C@@H]1CN(C)Cc1ccc(C(=O)Nc2ccccc2N)cc1	0.3	-3.2
16	C/C=C/c1ccc2c(c1)O[C@@H](CN(C)Cc1ccc(C(=O)O)cc1)[C@H](C)CN([C@@H](C)CO)S2(=O)=O	0.2	7.7
29	C[C@H](CO)N1C[C@H](C)[C@H](CN(C)Cc2ccc(Cl)c(Cl)c2)Oc2ccc(NC(=O)C3CCCCC3)cc2C1=O	0.0	.
18	C[C@@H]1CCCCO[C@H](CN(C)C)[C@H](C)CN([C@H](C)CO)C(=O)c2cc(NS(=O)(=O)c3ccc(F)cc3)ccc2O1	.	0.6

(next part)
nr	SMILES	IDH1 R132H inh	PRC2 inh
31	C[C@H]1CN([C@@H](C)CO)C(=O)c2cc(NC(=O)Cn3cnnn3)ccc2O[C@H]1CN(C)C(=O)Nc1ccc(F)cc1	-0.2	.
32	CO[C@@H]1CN(C)C(=O)c2cc(NC(=O)c3ccccc3F)ccc2OC[C@@H](C)N(C)C[C@@H]1C	0.3	-1.2
33	COc1cccc(NC(=O)N[C@@H]2C=C[C@@H](CC(=O)N3CCN(C)CC3)O[C@H]2CO)c1	-0.1	-3.6
34	CCc1nc(SCC(=O)Nc2ccc([N+](=O)[O-])cc2)n[nH]1	0.7	-6.3
35	CCCNC(=O)N(C)C[C@@H]1Oc2cc(C3=CCCC3)ccc2S(=O)(=O)N([C@@H](C)CO)C[C@H]1C	1.3	-1.4
36	COC(=O)c1ccc([C@@H]2C=C(C(=O)N3CCN(Cc4ccc5c(c4)OCO5)CC3)O[C@H](OCc3ccc(CO)cc3)C2)cc1	.	12.2
37	C[C@H](CO)N1C[C@H](C)[C@H](CN(C)Cc2ccc3c(c2)OCO3)Oc2ccc(NC(=O)Nc3cccc4ccccc34)cc2CC1=O	-0.5	3.8
38	CCO[C@@H]1OC(C(=O)O)=C[C@H](c2csc3ccccc23)[C@H]1CCCO	.	13.2
39	Cc1ccc(S(=O)(=O)N(C)C[C@@H]2OCCCC[C@H](C)Oc3ccc(NC(=O)CCC(F)(F)F)cc3C(=O)N([C@@H](C)CO)C[C@@H]2C)cc1	-2.1	.
40	C[C@H]1CN([C@@H](C)CO)C(=O)Cc2cc(NS(=O)(=O)c3ccc(F)cc3)ccc2O[C@H]1CN(C)C	2.0	1.6
41	CCOC(=O)c1c(NC(=S)Nc2ccsc2C(=O)OC)sc(C)c1-c1ccccc1	-0.1	3.4
42	C[C@@H]1CN([C@@H](C)CO)C(=O)c2cc(C#Cc3cccc(F)c3)cnc2O[C@H]1CN(C)C(=O)C1CCC1	-2.2	.
43	C[C@@H]1CN([C@@H](C)CO)C(=O)Cc2cc(NC(=O)c3ccncc3)ccc2O[C@H]1CN(C)Cc1ccncc1	5.5	7.3
44	C[C@H](CO)N1C[C@H](C)[C@H](CN(C)Cc2ccncc2)Oc2ccc(NC(=O)CCCCCC(=O)Nc3ccccc3N)cc2C1=O	0.4	-13.0
45	CO[C@@H]1CN(C)C(=O)c2ccc(NS(=O)(=O)c3cn(C)cn3)cc2OC[C@@H](C)N(C)C[C@H]1C	0.4	1.7
46	Cc1noc(C)c1NC(=O)Nc1cccc2c1O[C@@H](CN(C)Cc1ccc3c(c1)OCO3)[C@@H](C)CN([C@@H](C)CO)C2=O	2.0	1.9
47	C[C@@H]1CN([C@@H](C)CO)C(=O)c2cc(NC(=O)c3ccncc3)ccc2O[C@@H]1CN(C)S(=O)(=O)c1ccc(Cl)cc1	1.8	6.3
48	C[C@@H]1CN([C@@H](C)CO)S(=O)(=O)c2ccc(Br)cc2O[C@H]1CN(C)CC1CCOCC1	-2.3	.
49	C[C@@H]1CCCCO[C@H](CN(C)C(=O)Nc2cccc3ccccc23)[C@H](C)CN([C@@H](C)CO)C(=O)c2cc(NC(=O)c3ccccc3)ccc2O1	0.2	.
50	C[C@@H]1CN([C@H](C)CO)C(=O)c2cc(NC(=O)c3ccccc3)ccc2O[C@@H](C)CCCCO[C@@H]1CN(C)C(=O)Nc1cccc2ccccc12	-0.6	.
51	C[C@@H]1CN([C@@H](C)CO)C(=O)c2cc(NC(=O)Nc3ccc4c(c3)OCO4)ccc2O[C@@H]1CN(C)S(=O)(=O)c1cccs1	0.0	.
52	CN(C)C(=O)c1cccc(-c2cccc(-c3nc(C(=O)NC4CCCCC4)cc4c3[C@H](CCO)N([S@@](=O)C(C)(C)C)C4)c2)c1	-0.1	9.2
53	C[C@@H]1CCCCO[C@@H](CN(C)C(=O)Nc2ccc(F)cc2)[C@H](C)CN([C@@H](C)CO)C(=O)c2cc(NC(=O)C3CCCCC3)ccc2O1	2.5	.
54	C[C@H](CO)N1C[C@H](C)[C@H](CN(C)CC2CC2)Oc2ccc(NC(=O)CCCCCC(=O)Nc3ccccc3N)cc2CC1=O	.	0.1
55	CO[C@H]1CN(C)C(=O)c2ccc(NC(=O)c3cnccn3)cc2OC[C@H](C)N(C(C)=O)C[C@H]1C	-0.2	-5.7
56	C[C@H]1CN([C@@H](C)CO)S(=O)(=O)c2ccc(C#CC3CC3)cc2O[C@@H]1CN(C)C(=O)c1ccncc1	5.6	4.1
57	CO[C@@H]1CN(C)C(=O)c2cc(NC(C)=O)ccc2OC[C@H](C)N(CC2CC2)C[C@H]1C	0.1	1.4
58	CO[C@H]1CN(C)C(=O)c2ccc(NC(=O)C3CCCC3)cc2OC[C@@H](C)NC[C@@H]1C	0.0	7.4
59	Cc1onc(-c2ccccc2)c1C(=O)Nc1cccc(S(=O)(=O)N(C)C)c1	0.8	1.0
60	COc1cccc(CNc2nn[nH]n2)c1OC	0.3	-5.8

Along the list, quoted from above:
IDH1 R132H inh, entries 47 to 56: 1.8, -2.3, 0.2, -0.6, 0.0, -0.1, 2.5, ., -0.2, 5.6

(next part)
nr	SMILES	IDH1 R132H inh	PRC2 inh
61	C[C@H](CO)N1C[C@H](C)[C@H](CN(C)CC2CC2)Oc2ccc(NC(=O)CCN3CCOCC3)cc2CC1=O	.	-0.4
62	C[C@H](CO)N1C[C@H](C)[C@H](CN(C)Cc2ccc(Cl)c(Cl)c2)Oc2ccc(NC(=O)C3CCCCC3)cc2CC1=O	-1.1	.
63	O=C(N[C@@H]1CC[C@H](CC(=O)N2CCc3ccccc3C2)O[C@@H]1CO)C1CC1	-0.6	-1.6
64	COc1ccc(CN(C)C[C@@H]2OCCCC[C@@H](C)Oc3ccc(NS(=O)(=O)c4ccc(F)cc4)cc3C(=O)N([C@@H](C)CO)C[C@H]2C)cc1	4.3	.
65	CO[C@H]1CN(C)C(=O)c2cc(NC(=O)C3CCCC3)ccc2OC[C@H](C)N(C)C[C@H]1C	0.0	2.4
66	Cc1ccc(S(=O)(=O)Nc2ccc3c(c2)CC(=O)N([C@@H](C)CO)C[C@@H](C)[C@H](CN(C)C(=O)Nc2ccc(F)cc2)O3)cc1	0.2	5.1
67	O=C(O)c1ccc2c(c1)OCO2	0.1	-17.1
68	O=C(N[C@@H]1CC[C@@H](CCn2cc(-c3cccnc3)nn2)O[C@H]1CO)c1ccccc1F	-0.2	15.1
69	COc1ccc(S(=O)(=O)Nc2ccc3c(c2)C(=O)N([C@H](C)CO)C[C@H](C)[C@H](CN(C)CC2CCCCC2)O3)cc1	-0.5	-4.9
70	CCCNC(=O)N1C[C@H](C)[C@H](OC)CN(C)C(=O)c2cc(NS(=O)(=O)CC(F)(F)F)ccc2OC[C@@H]1C	-0.2	-5.6
71	C[C@H](CO)N1C[C@H](C)[C@@H](CN(C)C(=O)Nc2ccccc2)Oc2c(NC(=O)Nc3ccccc3)cccc2C1=O	2.5	-2.3
72	COCCOC(=O)N1C(=O)[C@@]2(c3ccccc31)[C@H](c1ccc(O)cc1)N1[C@H](c3ccccc3)[C@H](c3ccccc3)OC(=O)[C@H]1[C@@H]2C(=O)N1CCN(c2ncccn2)CC1	.	-16.5
73	COCC#Cc1ccc2c(c1)O[C@H](CN(C)Cc1ccccn1)[C@@H](C)CN([C@H](C)CO)S2(=O)=O	-0.6	-5.6
74	O=c1c(C=Nc2ccccc2)c(O)c2c(n1-c1ccccc1)CCCC2	11.2	-4.2
75	C[C@H]1CN([C@@H](C)CO)C(=O)Cc2cc(NS(=O)(=O)c3ccccc3)ccc2O[C@@H]1CN(C)C(=O)Nc1cccc2ccccc12	-1.1	.
76	C[C@H](CO)N1C[C@H](C)[C@H](CN(C)CC2CC2)OCCCC[C@H](C)Oc2ccc(NC(=O)Cc3ccccc3)cc2C1=O	-3.6	.

Some of the entries so far, with each value named.
67) O=C(O)c1ccc2c(c1)OCO2
  IDH1 R132H inh = 0.1; PRC2 inh = -17.1
68) O=C(N[C@@H]1CC[C@@H](CCn2cc(-c3cccnc3)nn2)O[C@H]1CO)c1ccccc1F
  IDH1 R132H inh = -0.2; PRC2 inh = 15.1
